# ABCB1 inh: blocks JC-1 efflux by human ABCB1 transporter | P08183 | CCRF-Adr cells, flow cytometry | inhibition, % at 6.6 µM | 190,000 tested, 0.067% active | AID 1326; in the data active = inhibition above about 40%;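 note: 0% = vehicle and 100% = reference inhibitor; higher value means more JC-1 retained so stronger ABCB1 efflux block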
# ABCG2 block: inhibitors of human ABCG2 transporter, ABCB1 counter-screen | Q9UNQ0 | IgMXP3 cells, JC-1 efflux, flow cytometry | AID 1325 | inhibition, % at 6.6 µM | 190,000 tested, 0.1% active;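 active = inhibition above 80%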;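 note: 0% = DMSO and 100% = nicardipine control wells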
# Target sequence (Q9UNQ0 whole entry, looked up): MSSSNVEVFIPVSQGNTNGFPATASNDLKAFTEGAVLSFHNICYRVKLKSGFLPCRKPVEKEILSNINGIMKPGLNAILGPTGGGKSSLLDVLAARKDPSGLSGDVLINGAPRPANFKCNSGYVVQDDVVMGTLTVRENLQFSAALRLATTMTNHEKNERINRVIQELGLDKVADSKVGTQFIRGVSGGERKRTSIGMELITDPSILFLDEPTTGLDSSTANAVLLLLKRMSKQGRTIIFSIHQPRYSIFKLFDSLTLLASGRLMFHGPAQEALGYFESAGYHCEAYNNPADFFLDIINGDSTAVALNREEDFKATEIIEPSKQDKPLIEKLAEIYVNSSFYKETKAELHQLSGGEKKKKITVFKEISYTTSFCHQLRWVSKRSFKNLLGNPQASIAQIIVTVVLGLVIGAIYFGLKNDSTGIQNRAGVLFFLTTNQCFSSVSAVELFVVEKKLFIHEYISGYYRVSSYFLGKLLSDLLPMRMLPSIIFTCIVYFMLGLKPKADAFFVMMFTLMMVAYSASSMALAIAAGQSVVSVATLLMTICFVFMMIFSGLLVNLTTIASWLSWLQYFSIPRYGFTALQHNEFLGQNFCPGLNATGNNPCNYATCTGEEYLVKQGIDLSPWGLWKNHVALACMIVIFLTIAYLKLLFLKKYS
#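 Incubation: cells with compound and JC-1, 10 min at 25 °C, rotating, no wash / Test system: IgMXP3 (ABCG2) plus far-red-tagged CCRF-Adr (ABCB1) cells / Compound dosing: one concentration, 6.6 µM final / Also added: JC-1 fluorescent substrate / Evaluation: efflux inhibition in percent versus controls / Detection: flow cytometry, 530 nm JC-1 signal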
# Rac1 act GTP bind: alters GTP binding to activated mutant human Rac1 | AID 764 | 190,000 tested, 0.11% active | P63000 | percent activity (GTP binding), % at 10 µM | GST-Rac1 activated beads, fluorescent GTP binding, flow cytometry; actives lie on both sides; 100% means binding = to untreated wells;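 active = GTP binding at least 20 percentage points away from the 100% baseline, in either direction, so actives lie on both sides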
# Mcl1-Noxa inh: Mcl-1/Noxa interaction inhibition; Q07820; TR-FRET Mcl-1/Noxa peptide binding, 2 h; inhibition, % at 21.7 µM; 220,000 tested, 1.5% active; AID 1022;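 active = compounds that cut the protein-peptide binding signal by more than 50% relative to plate controls in a single-dose test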;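 note: His-tagged Mcl-1 with rhodamine Noxa BH3 peptide and terbium anti-His antibody; 0% = Mcl-1 plus Noxa peptide wells and 100% = peptide-only wells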
# Rab2 wt GTP: changes GTP binding to wildtype dog Rab2A, up or down. 190,000 tested, 0.19% active. GST-Rab2 wt beads, Bodipy-GTP binding, flow cytometry. P61105. GTP binding activity, % at 10 µM. AID 760;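 active = GTP binding activity at least 20 points away from 100%, either lowered or raised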;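 note: 0% = beads with excess unlabeled GTP and 100% = no-compound control corrected for plate trend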
# Rab7 wt GTP bind: modulators of GTP binding to dog Rab7 wildtype GTPase | 190,000 tested, 0.055% active | GTP binding activity (percent of control), % at 10 µM | GST-Rab7 beads, fluorescent GTP binding, flow cytometry; actives lie on both sides; untreated = 100%, excess cold GTP = 0% | AID 758;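 active = fluorescent GTP binding to Rab7 beads changed by at least 20 points from the 100% baseline, either direction, mostly lower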;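 note: median green fluorescence of bound Bodipy-FL-GTP per Rab7 bead population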
# Rac1 wt GTP bind: modulators of human Rac1 wildtype GTP binding. GTP binding activity (% of control), % at 10 µM. P63000. GST-Rac1 beads, fluorescent GTP binding, flow cytometry; actives lie on both sides; 0 = cold GTP competed, 100 = untreated. AID 757. 190,000 tested, 0.27% active;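 active = GTP binding activity at least 20 points away from the 100% control level, either lower or higher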
# Pf gamet viab: P. falciparum stage V gametocyte viability inhibition | P. falciparum stage V gametocytes, ATP luminescence, 24 h | AID 743093 | inhibition, % at 10.9 µM | 150,000 tested, 0.065% active;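 active = inhibition above the mean plus 3 SD of compounds within the control limits, set per campaign, cut at about 38% in these data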;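 note: 0% = DMSO wells and 100% = medium only without gametocytes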
# HRas wt GTP: changes GTP binding to wildtype human HRas; AID 759; GST-Ras wt beads, Bodipy-FL-GTP binding, flow cytometry; actives lie on both sides; P01112; GTP binding activity, % at 10 µM; 190,000 tested, 0.14% active;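 active = GTP binding activity at least 20% away from the 100% baseline, either lowered as inhibitor or raised as activator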;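 note: 0% = unlabeled GTP competition control and 100% = no-compound control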
# Target sequence (P01112 whole entry, looked up): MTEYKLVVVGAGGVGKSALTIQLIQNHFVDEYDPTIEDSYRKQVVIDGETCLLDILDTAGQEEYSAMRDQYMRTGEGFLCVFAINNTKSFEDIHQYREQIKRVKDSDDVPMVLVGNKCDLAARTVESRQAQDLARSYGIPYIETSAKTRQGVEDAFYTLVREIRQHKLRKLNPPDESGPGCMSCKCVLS
# Avidin fluor: avidin bead compound fluorescence profile. Avidin beads, compound fluorescence 488/530 nm, flow cytometry; stronger effect = higher value. fluorescence (KMESF) at 10 µM. 220,000 tested, 0.38% active. AID 1775; in the data active = fluorescence above about 47; note: inactives centre near 10
# Cdc42 wt: human Cdc42 wildtype GTP binding change, either direction; percent activity (GTP binding), % at 10 µM; 190,000 tested, 0.2% active; GST-Cdc42 beads, Bodipy-GTP binding, flow cytometry; actives lie on both sides; AID 761;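 active = percent activity GTP binding at least 20 points away from the 100% baseline, either down as inhibitor or up as activator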;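 note: median bead fluorescence of bound Bodipy-FL-GTP at 100 nM; 0% = excess unlabeled GTP control and 100% = no compound control; below 100% means less GTP binding so inhibitor and above means activator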
# Target sequence (P60953 whole entry, looked up): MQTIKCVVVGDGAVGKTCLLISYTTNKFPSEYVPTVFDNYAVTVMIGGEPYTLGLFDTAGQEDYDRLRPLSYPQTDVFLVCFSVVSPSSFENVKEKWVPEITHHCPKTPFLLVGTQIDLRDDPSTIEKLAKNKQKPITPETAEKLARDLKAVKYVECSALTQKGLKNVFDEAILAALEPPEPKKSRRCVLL
# Numbers without * were called inactive; . = no result given; [ ] = dose if it differs, or a comment.
SMILES,ABCB1 inh,ABCG2 block,Rac1 act GTP bind,Mcl1-Noxa inh,Rab2 wt GTP,Rab7 wt GTP bind,Rac1 wt GTP bind,Pf gamet viab,HRas wt GTP,Avidin fluor,Cdc42 wt
CC(c1ccon1)N(C)C(=O)c1ccc(OC2CCN(C(=O)C3CC3)CC2)cc1 (stereo unspecified),0.2,0.8,98.0,2.6,98.0,99.0,100.0,-7.2,101.0,11,100.0
CCOC(=O)c1c(NC(=O)C2c3ccccc3Oc3ccccc32)sc(C(C)=O)c1C,2.3,56.8,98.0,-3.4,101.0,104.0,105.0,.,100.0,11,102.0
COC(=O)c1ccccc1NC(=O)CSc1nc2ncccc2[nH]1,0.3,3.3,94.0,-2.2,97.0,104.0,98.0,.,98.0,7,93.0
Cc1c(Br)c([N+](=O)[O-])nn1CCCC(=O)NC(C)c1ccccc1 (stereo unspecified),2.6,8.7,95.0,14.3,96.0,96.0,97.0,-5.6,96.0,6,99.0
COc1ccc(/C=C/C(=O)N2CCCc3ccccc32)cc1,0.0,1.7,99.0,5.8,100.0,96.0,104.0,-21.9,99.0,12,102.0
Nc1nc(SCC(=O)N2CCOCC2)n[nH]1,1.6,3.3,97.0,22.1,94.0,96.0,104.0,0.1,95.0,46,96.0
COc1ccc(C2CC(=O)N3CN(c4ccc(C)c(Cl)c4)CSC3=C2C#N)cc1OC (stereo unspecified),-1.9,-3.2,96.0,22.1,95.0,93.0,99.0,.,96.0,4,94.0
O=C(Cc1ccccc1)c1c[nH]c(C(=O)NC2CCCC2)c1,0.1,2.5,94.0,-1.4,99.0,95.0,100.0,16.5,97.0,11,100.0
Cc1ccc(-n2[nH]c(C)c(C=Nc3ccc(S(=O)(=O)N4CCOCC4)cc3)c2=O)c(C)c1,.,.,98.0,15.6,99.0,100.0,102.0,-10.4,99.0,8,103.0
Cc1ccc(C(=O)CSc2nc3ccccc3c(=O)n2-c2ccccc2)s1,0.8,34.4,104.0,-47.8,100.0,98.0,106.0,.,101.0,15,102.0
O=C1C(C2=C(O)c3ccccc3C2=O)=Nc2ccccc21,0.6,1.3,94.0,29.7,95.0,95.0,97.0,15.7,97.0,7,97.0
COC(=O)CNC(=O)c1cc(-c2ccncc2)nc2c(C)c(Cl)ccc12,3.3,50.8,96.0,16.8,101.0,104.0,99.0,-2.5,97.0,9,98.0
O=C(O)C/C(=C\c1ccc(Cl)cc1)c1nc2ccccc2o1,0.4,3.1,88.0,9.3,91.0,95.0,89.0,-10.0,92.0,11,90.0
O=C1OC(c2ccc(F)cc2)=C/C1=C\c1ccc([N+](=O)[O-])o1,0.2,1.9,103.0,10.5,118.0,124.0*[activator],113.0,.,112.0,26,115.0
COc1cc(CCC(=O)N2CCN(c3ncccn3)CC2)cc(OC)c1OC,1.0,3.7,98.0,15.2,101.0,105.0,100.0,-17.8,100.0,8,99.0
O=C(Nc1ccccc1C(=O)Nc1cccnc1)c1ccccc1,0.2,4.2,98.0,-13.2,96.0,97.0,100.0,-48.2,94.0,6,98.0
O=C(Nc1ccccn1)c1nc(-c2ccccc2)n(-c2ccccc2)n1,-0.2,-4.1,102.0,11.9,101.0,102.0,102.0,0.2,103.0,2,101.0
N/C(=N\OCc1ccccc1)c1nonc1N,0.2,-0.8,93.0,2.1,96.0,96.0,98.0,-3.7,95.0,10,98.0
COc1ccc(C(=O)N2CCN(c3nc4cc(C)ccc4cc3C#N)CC2)c(OC)c1,1.8,5.0,100.0,7.0,100.0,98.0,101.0,.,99.0,15,101.0
CCC(C)NC(=O)c1[nH]c(C)c(C(=O)OC)c1C (stereo unspecified),0.2,4.9,99.0,-9.1,98.0,97.0,101.0,-7.7,99.0,14,102.0
CC(=O)N1N=C(c2ccc(C)cc2)CC1c1ccco1 (stereo unspecified),0.3,16.3,96.0,-3.3,99.0,95.0,102.0,-22.3,96.0,9,97.0
Cc1cc(=O)oc2cc(OCCSc3nnc(-c4ccccc4)o3)ccc12,1.0,10.4,98.0,11.7,100.0,101.0,100.0,.,102.0,15,104.0
COc1ccc(/C=C(/NC(=O)c2ccccc2)c2nc3ccc(Cl)cc3[nH]2)cc1OC,-0.7,-7.0,97.0,13.6,97.0,99.0,101.0,-11.3,99.0,14,99.0
COc1ccc(C(=O)/C=C\c2ccc(NC(=O)c3cccs3)cc2)cc1,-0.1,1.0,102.0,5.2,101.0,81.0,104.0,-14.7,100.0,8,105.0
O=C(NCCN1C(=O)S/C(=C\c2cccs2)C1=O)[C@H](Cc1ccccc1)N1C(=O)c2ccccc2C1=O,4.5,28.2,98.0,15.9,98.0,98.0,103.0,6.0,101.0,13,101.0

# Some of these compounds in order of formula weight, rising.
SMILES,ABCB1 inh,ABCG2 block,Rac1 act GTP bind,Mcl1-Noxa inh,Rab2 wt GTP,Rab7 wt GTP bind,Rac1 wt GTP bind,Pf gamet viab,HRas wt GTP,Avidin fluor,Cdc42 wt
O=C1C(C2=C(O)c3ccccc3C2=O)=Nc2ccccc21,0.6,1.3,94.0,29.7,95.0,95.0,97.0,15.7,97.0,7,97.0
COc1ccc(/C=C/C(=O)N2CCCc3ccccc32)cc1,0.0,1.7,99.0,5.8,100.0,96.0,104.0,-21.9,99.0,12,102.0
O=C(O)C/C(=C\c1ccc(Cl)cc1)c1nc2ccccc2o1,0.4,3.1,88.0,9.3,91.0,95.0,89.0,-10.0,92.0,11,90.0
CC(c1ccon1)N(C)C(=O)c1ccc(OC2CCN(C(=O)C3CC3)CC2)cc1 (stereo unspecified),0.2,0.8,98.0,2.6,98.0,99.0,100.0,-7.2,101.0,11,100.0
COc1ccc(/C=C(/NC(=O)c2ccccc2)c2nc3ccc(Cl)cc3[nH]2)cc1OC,-0.7,-7.0,97.0,13.6,97.0,99.0,101.0,-11.3,99.0,14,99.0
Cc1ccc(-n2[nH]c(C)c(C=Nc3ccc(S(=O)(=O)N4CCOCC4)cc3)c2=O)c(C)c1,.,.,98.0,15.6,99.0,100.0,102.0,-10.4,99.0,8,103.0
O=C(NCCN1C(=O)S/C(=C\c2cccs2)C1=O)[C@H](Cc1ccccc1)N1C(=O)c2ccccc2C1=O,4.5,28.2,98.0,15.9,98.0,98.0,103.0,6.0,101.0,13,101.0

# The listing continues.
SMILES,ABCB1 inh,ABCG2 block,Rac1 act GTP bind,Mcl1-Noxa inh,Rab2 wt GTP,Rab7 wt GTP bind,Rac1 wt GTP bind,Pf gamet viab,HRas wt GTP,Avidin fluor,Cdc42 wt
Cc1ccc(CN2CCN(Cc3c(C)nn(-c4ccc(F)cc4)c3C)CC2CCO)o1 (stereo unspecified),0.3,5.2,99.0,0.2,100.0,104.0,101.0,.,101.0,11,101.0
C=CCOC(=O)C1=C(C)OC(N)=C(C#N)C1c1ccc(OC)c(CSc2ccccn2)c1 (stereo unspecified),4.5,5.8,98.0,6.0,95.0,91.0,99.0,5.0,92.0,7,94.0
CCOc1cc(C)c(S(=O)(=O)Nc2ccc(Cl)cn2)cc1C,0.4,0.8,97.0,6.9,101.0,103.0,103.0,23.9,102.0,10,101.0
COc1ccc(N2C(=O)CC(N3CCN(S(=O)(=O)c4c(F)cccc4F)CC3)C2=O)cc1OC (stereo unspecified),0.4,0.5,100.0,8.4,101.0,101.0,100.0,-11.9,99.0,17,99.0
CN1CCc2c(C#N)c(N3CCCCC3)nc(NCc3ccccc3)c2C1,1.5,1.9,100.0,22.4,108.0,109.0,104.0,.,108.0,17,107.0
CC1CC(=O)N(c2ccc(NCCc3ccc(O)cc3)c([N+](=O)[O-])c2)C1=O (stereo unspecified),0.9,3.2,96.0,11.3,97.0,102.0,95.0,-1.4,95.0,5,95.0
Cc1ccc(C(=O)NCCSc2ccc(Cl)cc2)cc1S(=O)(=O)Nc1ccccc1,0.4,3.0,95.0,9.6,98.0,99.0,97.0,14.7,101.0,10,96.0
Cn1cc(/C=C(\C#N)C(=O)Nc2ncc(Cc3cccc(Cl)c3)s2)c2ccccc21,-0.6,-2.3,101.0,-9.3,101.0,100.0,100.0,.,100.0,9,99.0
CCn1cc(C(=O)OC)c(=O)c2ccc(C)nc21,0.3,1.1,93.0,-6.8,95.0,97.0,91.0,5.3,93.0,8,92.0
Cc1cccc(NC(=O)c2ccc(-c3ccccc3[N+](=O)[O-])o2)c1,0.0,3.5,93.0,11.1,93.0,97.0,95.0,-15.9,96.0,12,92.0
O/N=C1/CC/C(=N\O)c2nn(-c3ccccc3)nc21,0.1,7.1,93.0,3.4,96.0,95.0,98.0,-2.6,98.0,19,99.0
O=c1cc(CN2CCN(Cc3ccccc3)CC2)c2cc(Cl)ccc2o1,1.3,2.4,95.0,10.9,96.0,98.0,98.0,.,95.0,6,97.0
COc1ccc(N(CC(=O)Nc2ccccc2F)S(=O)(=O)c2ccc(C)c([N+](=O)[O-])c2)cc1,2.1,15.3,93.0,7.9,94.0,102.0,91.0,3.0,94.0,9,91.0
Cc1ccc(NC(=O)CN2C(=O)N/C(=C\c3cccnc3)C2=O)cc1,0.1,1.2,94.0,-9.6,95.0,93.0,93.0,10.6,92.0,26,94.0
COc1ccccc1CNC(=S)Nc1ccc2nc(N3CCN(C)CC3)cc(C)c2c1,0.3,-0.6,101.0,33.2,111.0,99.0,112.0,-23.9,110.0,8,111.0
CNC(=O)c1c2c(nc3ccc(Br)cc13)CCCC2,0.1,4.8,92.0,-16.0,95.0,94.0,95.0,23.2,95.0,10,90.0
O=C(c1ccccc1)N1CCn2c1nc1ccccc12,1.2,3.0,96.0,8.3,96.0,96.0,98.0,-3.3,97.0,9,99.0
CCCCNC(=O)Cn1cnc2sc(C)c(S(=O)(=O)N3CCN(c4ncccn4)CC3)c2c1=O,0.2,-0.8,98.0,7.9,98.0,103.0,102.0,4.9,100.0,12,98.0
O=C(COC(=O)c1cccs1)Nc1ccccc1C(F)(F)F,-1.0,10.1,103.0,-3.2,100.0,97.0,103.0,12.7,101.0,10,99.0
COc1ccc(/C=N/NC(=O)c2cccc(NC(=O)c3ccccc3Cl)c2)c(OC)c1,1.0,-0.2,94.0,18.6,97.0,97.0,95.0,-6.3,95.0,5,94.0
COc1ccc2ncc(OC(C)=O)cc2c1,0.1,2.4,99.0,0.1,99.0,95.0,105.0,.,101.0,11,101.0
Cc1ccc(C(=O)c2coc3c2C(=O)C(=O)c2ccccc2-3)cc1,0.0,12.9,95.0,15.8,98.0,98.0,106.0,.,97.0,9,104.0
Cc1cc(C(=O)NC(=S)Nc2cccc(NC(=O)C(C)C)c2)ccc1[N+](=O)[O-],1.8,4.5,99.0,-6.3,96.0,100.0,103.0,14.1,100.0,14,102.0
COCC(C)N=CC1=C(O)CC(C)(C)CC1=O (stereo unspecified),0.6,1.3,98.0,6.4,97.0,98.0,95.0,.,96.0,13,96.0
Cc1ccc(C)c(-n2nnnc2SCC(=O)NNC(=O)c2ccco2)c1,-0.9,0.4,94.0,-3.9,96.0,92.0,98.0,.,97.0,11,97.0
